# Compound activity as filed in PubChem.
# H1N1 NS1A inhibition = H1N1 influenza NS1A inhibitors, functional cell based assay (AID 504329); NS1A functional cell-based assay, percent inhibition; higher % means a stronger effect; one-dose inhibition, % at 12.5 µM; IC50 in µM for titrated hits; 340,000 compounds, 0.3% hits; in the data active = a potency from the dose series; inconclusive = inhibition above about 27% without an active follow-up result; also: strong numbers were not always called active
# H37Rv inhibition = M. tuberculosis growth inhibition, HTS (AID 449762) | inhibition, % at 25 µM, or IC50 in µM where a hit was titrated | M. tuberculosis H37Rv growth inhibition, 7H9 media; higher % means a stronger effect | 330,000 compounds, 0.59% hits; in the data active = a potency from the dose series; inconclusive = inhibition above about 70% without an active follow-up result;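 also: bacterial growth assessed after seven days of incubation; strong numbers were not always called active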
# VEEV TC-83 Vero = inhibitors of VEEV TC-83 cytopathic effect, confirmation, Vero cells (AID 588727) | Vero cells, VEEV TC-83 cytopathic effect inhibition; higher % means a stronger effect | inhibition, % at 20 µM, or IC50 in µM where a hit was titrated | 350,000 compounds, 0.13% hits; in the data active = a potency from the dose series; inconclusive = inhibition mostly from about 14% at the one dose, without a potency; inactive = the rest, 99 in 100 with inhibition below about 12%; also: strong numbers were not always called active
# PhoP GFP inhibition = PhoP regulon inhibitors, Salmonella typhi PhoP promoter GFP reporter, confirmatory (AID 1850). Salmonella Typhi PhoP-promoter GFP reporter, fluorescence, 4 h; higher % means a stronger effect. inhibition, % at 50 µM; hits with a dose series show IC50 in µM. 310,000 compounds, 0.33% hits; in the data active = a potency from the dose series; inconclusive = inhibition mostly from about 25% at the one dose, without a potency; inactive = the rest, 99 in 100 with inhibition below about 19%;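 also: 0% = induced wells with vehicle and 100% = uninduced wells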
# tuberculosis growth = growth inhibition of non-replicating M. tuberculosis (AID 488890); Mycobacterium tuberculosis non-replicating, growth inhibition; higher % means a stronger effect; one-dose inhibition, % at 25 µM; IC50 in µM for titrated hits; 320,000 compounds, 0.39% hits; in the data active = a potency from the dose series; inconclusive = inhibition mostly from about 82% at the one dose, without a potency; inactive = the rest, 99 in 100 with inhibition below about 76%;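 also: plate controls were DMSO cells for no effect and high antibiotic wells for full effect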
# VEEV TC-83 Vero 10K pilot screen = also measured in VEEV TC-83 Vero; calls as there; inhibition, %; measured here: 10K pilot screen inhibition
# * = called active by the depositor; i = inactive; u = inconclusive; x = no result given. Hits appear at their usual frequency; any-hit rate near 1.6%.
SMILES,H1N1 NS1A inhibition,H37Rv inhibition,VEEV TC-83 Vero,PhoP GFP inhibition,tuberculosis growth,others
Nc1cc(C(F)(F)F)ccc1-n1cccc1,-6%,-3%,0.2%,-2%,-2%,
O=C(NCc1cc(C(F)(F)F)cc(C(F)(F)F)c1)C1CC(c2ccc(C(F)(F)F)cc2)=NO1 (stereo not drawn),-2%,-1%,i,-5%,-2%,
CN(C)C(C(=O)Nc1cc(Cl)cc(Cl)c1)c1ccccc1 (stereo not drawn),3%,-2%,1.6%,6%,24%,
Oc1ccc(Br)cc1/C=N/N1CCN(Cc2ccccc2)CC1,0%,5%,0.3%,-3%,9%,
O=C1c2cccnc2C(O)N1Cc1cccs1 (stereo not drawn),5%,-6%,2.8%,0%,-22%,
Cc1cc2c(c(C)nn2-c2ccccc2)c(=O)o1,-6%,4%,1.0%,3%,-1%,
COC(=O)c1ccc2cc(OC)cc([N+](=O)[O-])c2n1,-19%,x,i,x,x,
N#CC1(C#N)C(c2ccccc2)OC23CCCCC2C1(C#N)C(=N)O3 (stereo not drawn),0%,4%,1.2%,-24%,-19%,VEEV TC-83 Vero 10K pilot screen=1.7
CCCCCCc1c(C)c2ccc(OCC(=O)N[C@@H](Cc3ccccc3)C(=O)O)cc2oc1=O,6%,-12%,4.4%,4%,24%,
Cc1cc(NC(=O)COC(=O)C2=NN(c3ccccc3)C(=O)CC2)c([N+](=O)[O-])cc1C,8%,9%,3.6%,x,7%,
Cc1cc(Oc2ccc(C(C)(C)C)cc2)nc(N2CCOCC2)n1,-9%,2%,0.6%,-8%,38%,
Cc1ccc(NC(=O)COC(=O)c2ccccc2F)cc1S(=O)(=O)N1CCCCC1,-10%,x,3.1%,x,x,
CC[C@]12c3[nH]c4cc(CCC(=O)N(C)C)ccc4c3CCN1C(=O)[C@@H](CC(=O)NC/C=C(\C)CCC=C(C)C)C[C@@H]2C(=O)N1CCN(C(=O)C2CC2)CC1,-13%,x,i,x,x,
CC(NC(=O)c1ccc(S(=O)(=O)N(C)C)cc1)c1ccccc1 (stereo not drawn),-1%,-5%,4.6%,8%,-22%,
O=C(CN1CCN(c2ccccn2)CC1)Nc1cccc(F)c1,3%,2%,i,-4%,11%,
O=C(c1cc(=O)c2ccccc2o1)N1CCN(c2ccccc2)CC1,7%,7%,1.5%,6%,7%,
CCn1c(O)c(/C=N/n2cnnc2)sc1=S,-9%,-2%,i,-2%,10%,
CCC[N+]12CCC(CC1)C(C(O)(c1ccccc1)c1ccccc1)C2 (stereo not drawn),10%,0%,i,8%,21%,
COc1ccccc1C(=O)Nc1ccc2c(c1)nc(CCNC(=O)c1ccccc1)n2C,x,4%,10%,-6%,2%,
CCOC(=O)C1=C(O)C(=O)N(c2ccc(S(N)(=O)=O)cc2)C1c1cccc([N+](=O)[O-])c1 (stereo not drawn),-7%,2%,0.7%,-4%,-5%,
O=C(O)CP(=O)(O)O,-2%,11%,0.5%,-3%,2%,
O=C(Cc1ccc(Cl)cc1)Nc1ccccc1CO,7%,-6%,i,-6%,-10%,
CCCSc1nc2cc(S(=O)(=O)N3CCOCC3)ccc2n1CC,-9%,-13%,3.0%,-4%,-1%,
Cc1cccc(NC(=O)CCC(=O)Nc2nnc(C3CCCCC3)s2)c1,16%,8%,2.0%,-25%,9%,
COc1ccc(CNC(=O)CN2CCC(NC(=O)c3ccc(OC)cc3)CC2)cc1,8%,x,0.8%,x,x,

# For reference, some entries already given.
SMILES,H1N1 NS1A inhibition,H37Rv inhibition,VEEV TC-83 Vero,PhoP GFP inhibition,tuberculosis growth,others
Nc1cc(C(F)(F)F)ccc1-n1cccc1,-6%,-3%,0.2%,-2%,-2%,
O=C(NCc1cc(C(F)(F)F)cc(C(F)(F)F)c1)C1CC(c2ccc(C(F)(F)F)cc2)=NO1 (stereo not drawn),-2%,-1%,i,-5%,-2%,
CN(C)C(C(=O)Nc1cc(Cl)cc(Cl)c1)c1ccccc1 (stereo not drawn),3%,-2%,1.6%,6%,24%,
Oc1ccc(Br)cc1/C=N/N1CCN(Cc2ccccc2)CC1,0%,5%,0.3%,-3%,9%,

# By substructure, those above containing a COOH group.
SMILES,H1N1 NS1A inhibition,H37Rv inhibition,VEEV TC-83 Vero,PhoP GFP inhibition,tuberculosis growth,others
CCCCCCc1c(C)c2ccc(OCC(=O)N[C@@H](Cc3ccccc3)C(=O)O)cc2oc1=O,6%,-12%,4.4%,4%,24%,
O=C(O)CP(=O)(O)O,-2%,11%,0.5%,-3%,2%,

# Next part.
SMILES,H1N1 NS1A inhibition,H37Rv inhibition,VEEV TC-83 Vero,PhoP GFP inhibition,tuberculosis growth,others
CC(C#N)N1CCN(S(=O)(=O)c2ccc3c(c2)CCC3)CC1 (stereo not drawn),-10%,-12%,i,x,-5%,
O=C(CSc1nc(O)cc(=O)[nH]1)N1c2ccccc2Sc2ccccc21,x,u,2.1%,6%,10%,
O=C(CCCn1c(=S)[nH]c2ccccc2c1=O)N1CCCCC1,-3%,3%,1.4%,11%,5%,
CCOC(=O)C(C)Sc1ncnc2c1nnn2-c1ccc(F)cc1 (stereo not drawn),-1%,1.2µM*,0.9%,-12%,u,
Cc1cc(C(=O)COC(=O)Cn2cnc3c2c(=O)n(C)c(=O)n3C)c(C)n1C,-1%,7%,0.4%,-4%,12%,
CC(=O)Nc1ccc2sccc2c1,-9%,47%,0.6%,8%,10%,
O=c1[nH]nc(SCc2ccccc2Cl)n1-c1ccc2c(c1)OCCO2,x,12%,0.2%,-13%,-1%,
COC(=O)c1c(N2C(=O)[C@H]3[C@@H](C2=O)[C@]2(C(=O)Nc4c(C)cccc42)N2CCC[C@@H]32)sc(C)c1C,5%,4%,3.9%,-7%,8%,
O=C(CN(Cc1ccco1)C(=O)c1cc(=O)[nH]c2ccccc12)Nc1ccccc1Br,-16%,1%,9.2%,0%,23%,
CCOC(=O)C1(Cc2ccccc2Cl)CCN(S(=O)(=O)N(C)C)CC1,-17%,-1%,0.3%,11%,-5%,
CCN(CC)S(=O)(=O)c1ccc2[nH]cc(C(=O)NCCN3CCCCCC3)c(=O)c2c1,0%,-9%,2.3%,3%,6%,
CC(=O)Nc1ccc(S(=O)(=O)Oc2ccccc2N2C(=O)C3C4CCC(C4)C3C2=O)cc1 (stereo not drawn),2%,-4%,u,2%,4%,
NNC(=O)c1cccn(Cc2ccc(Cl)cc2Cl)c1=O,-10%,10%,1.7%,3%,-6%,
Cc1noc(C)c1C(=O)N1CCN(Cc2ccccc2)CC1,-6%,-3%,1.4%,14%,-10%,
O=C(Nc1cccc(Cl)c1)c1cc(F)cc2c1OCOC2,-2%,-9%,i,-3%,7%,
CCN(CC)CCn1c2c(c(SCC(=O)Nc3cc(C)on3)nc1=O)CCCC2,-2%,-3%,1.3%,6%,-4%,
COc1ccc(-c2cc(C(=O)Nc3nc4c(C)cccc4s3)c3ccccc3n2)cc1OC,-9%,13%,i,-1%,-1%,
C/C(Cn1nnc2ccccc21)=N\OC(=O)c1cc(F)c(F)cc1Cl,-4%,5%,0.6%,-9%,55%,
CCN(C(=O)Cc1c(C(=O)O)n(C)c2ccccc12)c1cccc(C)c1,-2%,2%,1.0%,-1%,1%,
O=C(Nc1ccc(Oc2ncnc3cc(Cl)ccc23)nc1)c1ccc(F)cc1,x,-1%,x,-1%,-9%,
COc1ccc(-c2csc(N3CCC(c4ccccc4)C3)n2)cc1 (stereo not drawn),7%,0%,1.4%,2%,9%,
Cc1cc(NC(=O)c2ccc3nc(-c4ccccc4)c(-c4ccccc4)nc3c2)no1,-1%,-6%,10%,-6%,4%,
Nc1nc(CCl)nc(Nc2cccc3ccccc23)n1,x,u,u,-7%,u,
Cc1nc(N2CCOCC2)nc(N2CCCC2)c1[N+](=O)[O-],-2%,9%,1.4%,-5%,17%,
CC(C)(C)c1ccc(OCC(=O)Nc2ccc(C(=O)Nc3ccccc3C(=O)O)cc2)cc1,0%,-7%,1.7%,0%,56%,

# Reprinted from the part before: 2 compounds; new compounds follow.
SMILES,H1N1 NS1A inhibition,H37Rv inhibition,VEEV TC-83 Vero,PhoP GFP inhibition,tuberculosis growth,others
Cc1nc(N2CCOCC2)nc(N2CCCC2)c1[N+](=O)[O-],-2%,9%,1.4%,-5%,17%,
CC(C)(C)c1ccc(OCC(=O)Nc2ccc(C(=O)Nc3ccccc3C(=O)O)cc2)cc1,0%,-7%,1.7%,0%,56%,
Cc1ccccc1C(=O)Nc1ccnn1C1CCN(CCCc2ccccc2)CC1,-3%,-8%,0.1%,-1%,29%,
CCCCN(C)C(=O)c1ccc(CS(=O)(=O)c2ccccc2C)o1,-2%,-4%,i,-14%,0%,
CSc1nc2ccccc2cc1/C=C(\C#N)c1cccc(Cl)c1,-3%,4%,8.7%,10%,-8%,
O=C(CCCCCN1C(=O)c2ccccc2C1=O)Nc1ccc(S(=O)(=O)N2CCCCC2)cc1,3%,-3%,i,5%,15%,
O=C(O[C@@H]1OC2COC(=O)c3cc(O)c(O)c(O)c3-c3c(cc(O)c(O)c3O)C(=O)O[C@@H]([C@H]1O)[C@@H]2O)c1cc(O)c(O)c(O)c1,14%,u,u,0%,10%,
CCOC(=O)c1c(-c2ccccc2)oc2ccc(O)c(CN3CCN(C)CC3)c12,4%,0%,8.3%,4%,29%,
O/N=C(\Cn1ccnc1)c1ccccc1,-12%,x,0.7%,x,x,
O=C(NNC(=O)c1cc(-c2ccncc2)nc2ccccc12)c1ccccc1F,-7%,-4%,8.8%,x,-3%,
Nc1c(C(=O)N/N=C/c2ccc(Cl)cc2)cnn1-c1ccccc1,-17%,1%,1.4%,16%,-6%,
COc1ccccc1OCC(=O)N1CCN(S(=O)(=O)c2ccc(Cl)cc2)CC1,-4%,x,3.4%,x,x,
COc1ccc(CCNC(=O)COC(=O)COc2ccc(C#N)cc2)cc1,4%,3%,i,4%,12%,
CCC(NC(=O)Cc1c(C)c2ccc(OC)c(C)c2oc1=O)C(=O)NC(Cc1ccc(Cl)cc1)C(=O)O (stereo not drawn),-6%,-18%,0.1%,-1%,-11%,
CCNC(=O)C1CCN(S(=O)(=O)c2ccc(F)cc2)CC1,7%,0%,3.6%,-5%,7%,
C[C@]12C=CC(=O)C=C1CC[C@@H]1C2CC[C@]2(C)OC(=O)CCC12 (stereo partly drawn),-9%,-2%,i,7%,0%,
O=S1(=O)N=C(N(CCO)/N=C/c2ccc(Cl)cc2)c2ccccc21,-5%,-5%,0.7%,1%,-4%,
C#CCOC(=O)C1=CCCN(C)C1,2%,-1%,2.3%,-8%,3%,
CNc1snc(C)c1C(=O)OCC(=O)N(C)Cc1ccccc1,-7%,-11%,0.2%,x,10%,
COc1ccc(C2CC(c3ccccc3)=NN2C(=O)c2cccs2)cc1 (stereo not drawn),-5%,4%,i,-11%,13%,
c1ccc2c(CCNc3ncnc4nc[nH]c34)cccc2c1,4%,-7%,11%,2%,10%,
COc1ccc(NS(=O)(=O)c2cc(N)ccc2N2CCCC2)cc1,7%,-2%,5.7%,x,63%,
Cc1ccc2nsnc2c1NC(=O)Cc1ccc(Cl)cc1,-3%,-2%,i,-5%,-10%,
O=C(CNC(=O)Cc1ccccc1)NCC(=O)OCC(=O)c1ccc(Cl)cc1,-2%,2%,i,0%,18%,
Cc1ccc2c(cnn2C(=O)CCCC(=O)NCc2cccc(F)c2)c1,0%,-6%,1.6%,-7%,-19%,
CCOC(=O)N1CCN(CCC(=O)Nc2ccc(OC(F)(F)F)cc2)CC1,-6%,19%,0.8%,6%,8%,
O=C(Cc1ncc(C(F)(F)F)cc1Cl)N1CCN(c2ccc(F)cc2)CC1,-4%,0%,3.2%,2%,-6%,
Cn1c(O)c(/C=C2/C=CC=N2)c(=O)[nH]c1=O,-2%,17%,1.4%,2%,76%,
Fc1ccc(-c2nc3nc4ccccc4nc3n2Cc2ccco2)cc1,5%,-9%,8.8%,-5%,55%,
CC1(C)CC(=O)C(N=Nc2cccnc2)=C(O)C1,3%,-10%,0.1%,1%,-4%,

# Molecules above with bromine:
SMILES,H1N1 NS1A inhibition,H37Rv inhibition,VEEV TC-83 Vero,PhoP GFP inhibition,tuberculosis growth,others
Oc1ccc(Br)cc1/C=N/N1CCN(Cc2ccccc2)CC1,0%,5%,0.3%,-3%,9%,
O=C(CN(Cc1ccco1)C(=O)c1cc(=O)[nH]c2ccccc12)Nc1ccccc1Br,-16%,1%,9.2%,0%,23%,
